# FLuc stim CS: firefly luciferase counter-screen for stimulation assays. P08659. ATPlite luciferase biochemical, luminescence, 10 min; 0 = ATP-free wells, 1 = DMSO control. activation factor at 10 µM. 200,000 tested, under 10 active. AID 1027;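 active = luciferase activation factor, scaled between plate controls, of at least 2 with compound at 10 µM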
# Target sequence (P08659 whole entry, looked up): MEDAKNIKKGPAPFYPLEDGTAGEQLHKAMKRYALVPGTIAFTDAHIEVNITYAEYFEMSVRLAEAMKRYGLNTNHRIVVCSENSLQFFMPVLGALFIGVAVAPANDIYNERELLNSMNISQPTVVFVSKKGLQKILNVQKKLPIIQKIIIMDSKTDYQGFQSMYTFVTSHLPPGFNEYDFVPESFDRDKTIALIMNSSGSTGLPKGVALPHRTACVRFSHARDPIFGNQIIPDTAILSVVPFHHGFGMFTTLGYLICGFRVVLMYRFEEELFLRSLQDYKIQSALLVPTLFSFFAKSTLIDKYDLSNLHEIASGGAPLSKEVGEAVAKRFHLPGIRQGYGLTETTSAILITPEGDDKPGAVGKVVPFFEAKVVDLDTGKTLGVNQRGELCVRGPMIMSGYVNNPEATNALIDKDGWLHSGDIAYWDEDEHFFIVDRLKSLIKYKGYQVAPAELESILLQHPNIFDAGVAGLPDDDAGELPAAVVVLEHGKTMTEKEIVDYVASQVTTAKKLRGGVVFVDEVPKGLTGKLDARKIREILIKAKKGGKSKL
#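 test system = cell-free luciferase reagent | medium = PBS as buffer for the ATP substrate | dosing = test compounds dosed from 2 mM stocks in 100% DMSO | incubation = 10 min at ambient temperature | detection = luminescence measurement of luciferase light output | benchmarks = low control with PBS replacing ATP, high control enzyme plus ATP without compound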
# bIAP act: increases bovine intestinal alkaline phosphatase activity | purified bovine IAP, CDP-star luminescence, 30 min; active compounds read high; fold of DMSO-control signal, blank-subtracted | AID 1016 | activation factor at 20 µM | hit rate 0.17% among 200,000;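 active = activation factor of 2 or more at 20 µM, a signal rise over negative controls twice the positive control's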
# TNAP act hiacc: TNAP (human) activation, high acceptor. purified TNAP, CDP-star luminescence, 1 M DEA, 30 min; active compounds read high; 0 = EDTA background, 1 = DMSO-only activity. activation factor at 20 µM. 200,000 tested, under 10 active. AID 1136;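 active = activation factor at least 2 at 20 µM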
# Target sequence (P05186 whole entry, looked up): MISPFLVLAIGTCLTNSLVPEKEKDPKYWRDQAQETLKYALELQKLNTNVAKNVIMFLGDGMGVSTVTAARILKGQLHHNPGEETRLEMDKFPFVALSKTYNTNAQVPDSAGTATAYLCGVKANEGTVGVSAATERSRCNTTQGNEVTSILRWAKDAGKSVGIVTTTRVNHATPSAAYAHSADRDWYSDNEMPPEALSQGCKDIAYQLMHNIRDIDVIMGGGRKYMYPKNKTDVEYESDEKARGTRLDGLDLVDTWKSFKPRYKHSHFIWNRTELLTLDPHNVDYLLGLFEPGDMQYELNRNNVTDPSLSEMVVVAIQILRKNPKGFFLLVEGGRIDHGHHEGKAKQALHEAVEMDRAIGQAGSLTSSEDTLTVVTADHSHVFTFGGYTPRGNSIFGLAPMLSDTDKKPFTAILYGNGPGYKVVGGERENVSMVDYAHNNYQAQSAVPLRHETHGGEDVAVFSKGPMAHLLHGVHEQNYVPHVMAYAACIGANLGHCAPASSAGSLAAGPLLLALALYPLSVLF
#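 Dosing: 20 µM single point. System: human TNAP. Amount: TNAP 1/800 final. Incubation: 30 min, room temperature. Read-out: TNAP activation factor scaled between EDTA and DMSO control wells. Signal: luminescence from CDP-star hydrolysis. Medium: 1 M DEA, pH 9.8, Mg2+, Zn2+. Control set: EDTA negative control, DMSO positive control.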
# FLuc inh counter: Photinus pyralis luciferase inhibition counter-screen | P08659 | inhibition, % at 10 µM | hit rate 1.5% among 200,000 | ATPLite firefly luciferase biochemical luminescence, 10 min;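 active = inhibition above about 50% when tested at 10 µM, limit read from the data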
# TNAP inh no acc: blocks human TNAP activity with no phosphate acceptor present. P05186. purified TNAP, CDP-star luminescence, 30 min. inhibition, % at 20 µM. hit rate 0.26% among 200,000;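 active = tissue-nonspecific alkaline phosphatase inhibition above about 50% at 20 µM in the single-dose screen, limit read from the data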;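 note: 0% = DMSO negative control and 100% = EDTA positive control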
# PMI act hi M6P: PMI (human) activation, high substrate; P34949; coupled PMI enzyme assay, resazurin fluorescence, 20 min; active compounds read high; 1 = untreated enzyme, 0 = substrate-free blank; activation factor at 20 µM; hit rate 0.34% among 190,000; AID 1216;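 active = activation factor of 2 or more at 20 µM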
#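 Material: human phosphomannose isomerase with PGI, G6PDH, diaphorase coupling enzymes / Reagent: Man-6-P substrate 1.0 mM / Dosing: single compound dose of 20 µM, 1% DMSO final / Incubation: enzyme reaction with compound 20 min at room temperature / Signal: resorufin fluorescence (Ex 544/Em 590 nm) from resazurin via diaphorase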
# NF-kB expr up: raises NF-kB expression in human neuronal cells. hit rate 1.6% among 190,000. NF-kB reporter expression; active compounds read high. fold change at 12.5 µM; in the data active = fold change above about 3.3
# PMI act: phosphomannose isomerase (human) activation. activation factor at 20 µM. P34949. hit rate 0.005% among 190,000. AID 1214. purified human PMI, coupled resazurin fluorescence, 20 min; active compounds read high; 1 = vehicle control, 0 substrate-free wells;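 active = activation factor of 2 or more at 20 µM, relative to plate controls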
# TNAP inh hiacc: TNAP (human) inhibition, high acceptor | inhibition, % at 20 µM | hit rate 0.03% among 200,000 | P05186 | purified TNAP, CDP-star luminescence, 1 M DEA;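 active = over 50% inhibition of tissue-nonspecific alkaline phosphatase at 20 µM in the single-dose screen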;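 note: plate controls were DMSO wells for no effect and EDTA-quenched wells as full inhibition for full effect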
# APP 5'UTR act: activates APP 5'UTR luciferase reporter | SH-SY5Y APP 5'UTR luciferase reporter, luminescence; zero percent = DMSO vehicle wells | activation, % at 2 µM | hit rate 1% among 190,000;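 active = activation above a set limit, based on mean plus 3 SD of controls, cut at about 140% in these data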; note: values of inactives mirror those of a sister screen read the other way
# The depositor's hits bear a star; · = not tested or not shown.
Structure,FLuc stim CS,bIAP act,TNAP act hiacc,FLuc inh counter,TNAP inh no acc,PMI act hi M6P,NF-kB expr up,PMI act,TNAP inh hiacc,APP 5'UTR act
O=C(COc1cccc(NC(=O)c2cccc([N+](=O)[O-])c2)c1)c1ccc(Br)cc1,1,0.9,1,3,-1,1,0.41,0.9,3,11
Cc1c(Cl)c(C(=O)NC2CCCC2)nn1C,1,0.9,1,3,-4,1.1,1.1,1.1,-1,-7
CCOc1ccc(C(=O)N/N=C/c2cc(Cl)ccc2[N+](=O)[O-])cc1,1,0.8,1,-3,-7,1,1,1,-4,1
CCOC(=O)C1CCN(C(=O)c2ccc3snnc3c2)CC1,1,0.9,1,0,-9,0.9,1.1,0.9,-4,9
O=C(NNC(=O)C(O)(c1ccccc1)c1ccccc1)C1CC1,1,1.4,1,-1,-58,1.1,1.1,1.1,-3,6
CSc1ccccc1NC(=O)CN(C)S(=O)(=O)c1ccc(F)cc1,1,0.8,1,-2,-20,0.9,0.87,0.9,1,-1
CCCn1c(SCC(=O)/C(C#N)=C(\C)N)n[nH]c1=O,1,1,1,-1,11,0.9,0.83,1,-1,13
Clc1ccc(-c2nnc(-c3ccccc3Cl)o2)cc1,0.3,1,1,74*,-4,1.1,5.3*,1,2,202*
CCC1Oc2ccc(C)cc2N(Cc2cccc(C)c2)C1=O (configuration not stated),1,0.8,1,-2,-9,0.9,1.1,0.9,-2,-10
COc1ccccc1-c1cc(C(=O)N/N=C\c2cnn(C)c2C)c2ccccc2n1,1,1.1,1,-1,-5,1,1.4,1,-2,7
Cc1nc(-n2nnc3ccccc32)c2c3c(sc2n1)CCCC3,1.1,0.8,1,-6,-3,0.9,1.1,0.9,-2,-10
COc1cc(C(=O)N(Cc2cc3cc(C)ccc3[nH]c2=O)CC2CCCO2)cc(OC)c1OC (configuration not stated),1.1,1,1.1,-7,-14,1,0.92,1,-7,-5
CN(C(=O)CSc1nc(-c2ccc(F)cc2)cs1)C1CCS(=O)(=O)C1 (configuration not stated),1,0.9,1,1,-9,0.9,1.2,0.9,-4,7
O=C(COC(=O)Cn1cnc2ccccc21)Nc1cccc2c1C(=O)c1ccccc1C2=O,1,0.8,1,2,-3,1.3,0.77,1.3,0,9
CCO/C=C1\C(=O)N(c2ccc(OCC)cc2)C(=O)c2ccccc21,1,1,1,0,-3,0.9,1.1,1.2,1,6
COc1ccc2nc(NNC(=O)c3cc(=O)c4ccccc4o3)sc2c1,0.3,1,0.8,69*,-80,1.5,0.87,1.2,19,34
C/C(CC(=O)Nc1ccc(Cl)cc1Cl)=N\NC(=O)C(=O)N1CCCC1,1,0.9,1,-4,40,1,1.1,1.1,3,5
CCCCNC(=O)COC(=O)c1ccc(NC(C)=O)cc1,1.1,0.9,1,-6,-80,1.1,1.1,1.1,-4,10
COc1ccc(-n2nnnc2-c2cnc3cc4c(cc3c2C)OCO4)cc1,1,1,1,-4,-12,0.9,0.87,1,-4,10
O=C(O)CCC(=O)NCCc1cccc(Cl)c1,1.1,1.1,1.1,-9,-6,1.1,0.98,1,-6,1
Cc1ccc(NC(=O)c2noc3c2CCCCC3)cc1,0.7,1,1,32,-6,1.1,8.1*,1,-3,140*
CC1(C)CC(=O)c2c(nn(-c3ccccc3)c2N)C1,1,1,1,-2,-9,0.9,1,1,1,-9
CC(O/N=C/c1ccccc1OC(F)F)C(=O)Nc1cccc(S(=O)(=O)N2CCOCC2)c1 (configuration not stated),1.1,0.9,1,-5,-4,0.9,0.9,0.8,1,11
Cc1coc(C)c1C(=O)CC1(O)C(=O)N(CCc2ccccc2)c2ccccc21 (configuration not stated),1,1,1.1,-4,-10,1.6,2.6,1.3,-5,4
CC1=Nc2cc(C(=O)NCCCOC(C)C)ccc2Sc2ccc(C)cc21,1,1,1,-2,-2,1.2,1.7,1.3,-4,-95
Oc1ccc2[nH]ccc2c1,1.1,0.9,1,-6,-15,0.6,2.4,0.9,-4,10
CCOC(=O)C1CCN(Cc2cnc(Oc3ccc(Cl)cc3C)s2)CC1,1,1.1,1,-2,-4,0.9,1.2,0.8,-2,8
O=C1CC(C(=O)Nc2ccc(F)c(Cl)c2)N=C(N2CCCCC2)N1 (configuration not stated),1,1,1,-4,6,1,0.89,1.1,-2,14
COc1cccc(/C=N/n2c(=S)n(C)c3cc(C)c(C)cc32)c1OC,1.1,1,1,-8,-8,1,1,0.9,-5,12
COc1ccc(C)cc1NC(=O)CN(c1ccc(C)cc1)S(C)(=O)=O,1.1,1,1,-10,0,1,1.1,1,-4,5
CCOC(=O)N1CCC(NC(=O)c2oc3c(c2C)-c2[nH]ncc2CC3)CC1,1,1.1,1,-3,-14,0.7,0.78,0.7,-1,4
CC1CCN(S(=O)(=O)c2cccc(C(=O)NCc3ccco3)c2)CC1,1.1,0.9,1,-6,-5,1,1.1,1,0,9
CCN(CC)S(=O)(=O)c1cc(C(=O)OCC(=O)Nc2cccc(Br)c2)ccc1F,1,0.9,1,-4,-10,0.9,0.97,0.9,-5,-1
CCOC(=O)N1CCN(C(=O)CSc2nnc(-c3cc(OC)cc(OC)c3)o2)CC1,1,0.9,1,-5,-10,0.9,1.1,0.9,-3,4
O=c1c(-c2ccco2)[n+]([O-])c2ccccc2n1OCc1ccccc1[N+](=O)[O-],1,1,1,0,-7,0.8,1.3,0.9,-1,9
CCOc1ccc(N(C(C)C(=O)NN=C2CCCCCCC2)S(C)(=O)=O)cc1 (configuration not stated),1,1,1,-4,1,1,0.97,1.1,1,3
O=C(NC1CC1)c1cc(Cl)ccc1[N+](=O)[O-],1,1,1,-3,-7,0.9,0.99,0.9,0,-5
CC(=O)Nc1ccc(CN2CCc3c([nH]c4ccccc34)C2c2ccccn2)cc1 (configuration not stated),1,1,1,-2,-9,0.6,1.1,0.8,-1,23
CC(=O)OC(COc1ccccc1)Cn1cnc2cc(C)c(C)cc21 (configuration not stated),1.1,1.2,1,-6,-2,1.1,1.2,1.2,0,16
O=C(COc1ccccc1F)NNC(=O)c1ccc(N2CCCCC2)c([N+](=O)[O-])c1,1,1,0.9,-1,-108,0.8,1.1,0.9,6,-17
COc1ccc(N/C(=C/[N+](=O)[O-])SC)cc1,1,1,1.1,1,-13,1.1,1.1,1.1,-6,3
COc1ccc(C(C(=O)NC2CCCCC2)N(C(=O)c2sc(C)nc2C)c2ccc(OC)cc2)cc1 (configuration not stated),1,1,1,-5,3,1.1,1.3,1.2,-4,3
O=C(NC1CCCC1)C(c1cccs1)N(CC1CCCO1)C(=O)Cc1cccs1 (configuration not stated),1.1,1,1,-10,-13,1,1,0.9,-4,2
O=C(COC(=O)/C=C/c1cccs1)NC1CC1,1,1,1,-2,-6,1,1,1,-2,-13
CCCn1c(=C(C#N)C#N)s/c(=C2\C=Cc3ccccc3N2CC)c1=O,1,0.9,0.9,-2,-1,1,1.2,1,7,-8
Cc1ccc(C(=O)COc2nc(C)cc(C)c2C#N)cc1,1.1,0.9,1.1,-5,-8,0.9,1.2,0.9,-6,12
O=C(CCN1C(=O)c2ccc([N+](=O)[O-])cc2C1=O)Nc1cccc(O)c1,1.1,0.9,1,-5,-6,0.9,1,0.9,0,2
CCOC(=O)Cn1nc(-c2ccccc2)c2cnc3ccc(CC)cc3c21,1,1.2,1,5,-13,0.9,0.84,0.9,0,-15
CCOC(=O)C1C(=O)C(C(=O)OCC)C(c2cccnc2)NC1c1cccnc1 (configuration not stated),1,1.1,1.1,-5,-10,0.6,1.2,0.8,-7,-18
Cn1c(=O)c2cn3c(c2n(C)c1=O)C(c1ccccc1)CC(c1ccccc1)=N3 (configuration not stated),1,1,1,-2,-2,2*,1.4,1.5,0,32
CCn1c2c(c(=N)c3c1CCC3)CCC2,1.1,1.8,1.1,-9,-4,1,0.91,1.2,-6,2
Cc1ccc(C)c(NC(=S)NCC(c2ccccc2)N(C)C)c1 (configuration not stated),1,0.9,1,0,-2,1,0.94,1,-1,0
O=C(CN1CCN(S(=O)(=O)c2ccccc2)CC1)Nc1ccc2c(c1)CCC2,1,1.2,1,2,-13,1,0.82,1,-4,9
COc1cc(OC)cc(C(C(=O)NCc2ccccc2)N(Cc2ccco2)C(=O)c2ccno2)c1 (configuration not stated),1,1,1,-1,-12,1,0.63,1,1,-1
CN1CCCC2(CCCN(Cc3nc(Cc4cccc(C(F)(F)F)c4)no3)C2)C1 (configuration not stated),1.1,1,1,-7,-8,1,0.99,1,-2,1
Cc1ccc(NC(N)=S)cc1C,1,0.8,1,-3,-7,1,0.93,0.9,5,-9
O=C(CCn1cccc1)NCCc1ccc(Cl)cc1,1,0.9,1,-4,-7,1,1.1,0.9,-2,1
Cc1cc(NC(=O)CSc2nnc3c(C)cc4c(C)ccc(C)c4n23)no1,1,1,1,-1,-10,1,0.89,1.1,-4,-14
COc1ccccc1N(CC(O)Cn1ccnc1C)S(=O)(=O)c1ccccc1 (configuration not stated),1.1,1.1,1,-7,9,1,1.1,1.1,-1,-9
Cc1cc(NC(=O)C(C)(C)C)no1,1,1,1,0,-5,0.9,1.1,0.9,0,16

# A draw from above in order of heavy-atom count, high to low:
Structure,FLuc stim CS,bIAP act,TNAP act hiacc,FLuc inh counter,TNAP inh no acc,PMI act hi M6P,NF-kB expr up,PMI act,TNAP inh hiacc,APP 5'UTR act
O=c1c(-c2ccco2)[n+]([O-])c2ccccc2n1OCc1ccccc1[N+](=O)[O-],1,1,1,0,-7,0.8,1.3,0.9,-1,9
O=C(COC(=O)/C=C/c1cccs1)NC1CC1,1,1,1,-2,-6,1,1,1,-2,-13
O=C(NC1CC1)c1cc(Cl)ccc1[N+](=O)[O-],1,1,1,-3,-7,0.9,0.99,0.9,0,-5

# Later entries:
Structure,FLuc stim CS,bIAP act,TNAP act hiacc,FLuc inh counter,TNAP inh no acc,PMI act hi M6P,NF-kB expr up,PMI act,TNAP inh hiacc,APP 5'UTR act
CN(CC(=O)Nc1cccc(C#N)c1)Cc1ccc(Cl)cc1,1,0.9,1,-2,-3,1,1.1,1,2,-21
CCOc1ccc(C(=O)Nc2c3c(nn2-c2ccc(F)cc2)CS(=O)C3)cc1 (configuration not stated),1.1,0.9,1,-12,-12,1,1.2,1,-2,-3
CC1(C)CC(=O)C=C(N2CCN(C3=CC(=O)CC(C)(C)C3)CC2)C1,1,1,1,-3,-4,1.1,·,1,3,·
COCCNC(=O)CSc1nnc(-c2ccccc2F)n1Cc1ccccc1,1,1.3,1,-2,-6,0.9,0.99,0.9,-2,-4

# Results in NF-kB expr up, TNAP act hiacc and PMI act, for two of the compounds above:
compound,NF-kB expr up,TNAP act hiacc,PMI act
CC1(C)CC(=O)C=C(N2CCN(C3=CC(=O)CC(C)(C)C3)CC2)C1,·,1,1
COCCNC(=O)CSc1nnc(-c2ccccc2F)n1Cc1ccccc1,0.99,1,0.9

# Source: PubChem BioAssay

# Compounds as they come; about 3.6% have a hit in one of these screens.
